HSP90 inh = blocks HSP90-mediated luciferase refolding in reticulocyte lysate | Rabbit reticulocyte lysate, luciferase refolding luminescence, 3 h | inhibition, % at 5.6 µM | 0.91% of 290,000 active;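 active means inhibition above the screen-wide mean plus 3 SD, computed separately per campaign, cut at about 16% in these data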;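 further: 0% = DMSO wells and 100% = 60 µM geldanamycin wells; inhibitors lower the luminescence because luciferase stays unfolded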
SKKanGAS inh = blocks kanamycin growth of S. pyogenes SKKanGAS strain | BacTiter-Glo, 6 h | inhibition, % at 7.5 µM | 1.3% of 300,000 active | AID 1662;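 active means mean replicate score, as percent of positive control median, at least 50; inconclusive means mean below 50 but one replicate at or above 50; inactive means mean and every replicate below 50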;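 further: strain carries kanamycin resistance gene driven by streptokinase promoter and grows in 40 µg/ml kanamycin; loss of luminescence reflects streptokinase promoter inhibition or plain growth inhibition; 0% = median of DMSO wells and 100% = positive control at its reference dose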
Platelet DG rel = modulates dense granule release in human platelets. human platelet-rich plasma, SFLLRN dense granule ATP release, luminescence. inhibition, %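 (compounds screened at 7.5 µM in platelet-rich plasma)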. 0.22% of 300,000 active. AID 1663;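 active means mean replicate score, as percent of positive control, at or above 50; inconclusive means mean below 50 but at least one replicate at or above 50; inactive means mean and every replicate below 50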
aSyn UTR inh = MLPCN primary screen, SNCA 5' untranslated region. alpha-synuclein 5'UTR reporter, inhibitor activity. inhibition, % (tested at 7.5 µM). 0.82% of 300,000 active. AID 1813; in the data active means inhibition above about 60%; inconclusive means no clear call, values can overlap the other calls;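 further: H4 neuroglioblastoma cells stably carrying SNCA 5'UTR luciferase fusion; 0% = DMSO wells and 100% = positive control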
KLF5 inh = suppresses KLF5 promoter-driven expression; DLD-1 KLF5 promoter-luciferase reporter, luminescence; inhibition, % at 5 µM; 0.23% of 290,000 active;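 active means inhibition above a per-plate limit of that plate's mean compound inhibition plus 3 SD, cut at about 60% in these data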;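 further: 0% = DMSO wells and 100% = LY294002 at 200 µM; higher means less KLF5 promoter-driven luciferase light; inactives centre near -14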
HSF1 inhib = HSF1 inhibition. NIH3T3-HGL HSE-luciferase, MG132-induced, luminescence 8 h; stronger effect = lower value. activity change, negative = inhibition, % at 7.5 µM (by protocol). 0.77% of 300,000 active;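 active means more than half of replicate wells show activity change below -50%, luminescence cut by over half; inconclusive means some wells, but at most half, below -50%; inactive means no replicate well below -50%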;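 further: luciferase reports HSF-1 transcriptional activity via heat shock element; 0% = median of DMSO wells and -100% = zero luminescence signal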
AI-2 QS modul = Vibrio harveyi AI-2 quorum sensing modulation. Vibrio harveyi JMH597 AI-2 luminescence/OD600 ratio, 9 h; stronger effect = lower value; strain lacks LuxN and CqsS sensors; 0 = neutral-control median. activity change, % at 7.5 µM. 0.4% of 300,000 active. AID 2094; in the data active means activity change below about -75%, passing the limit was not always enough; inconclusive means no clear call, values can overlap the other calls;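 further: luminescence divided by OD600 gain over 9 h not by final OD600 alone; inactives centre near 13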
IEC-6 cytotox = counter-screen for KLF5 inhibitors: cytotoxicity in IEC-6 cells; IEC-6 cytotoxicity, luminescence viability; inhibition, % at 5 µM; 0.78% of 290,000 active; AID 1825; in the data active means inhibition above about 22%;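 further: 0% = plate median of test compound wells and 100% = cytotoxic reference compound wells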
HIF activator = HIF pathway transcriptional activation | U2OS HRE-luciferase reporter, luminescence; normalized: DMSO 0%, desferrioxamine 100% | activation, % at 7.5 µM (by protocol) | 0.32% of 300,000 active | AID 1910;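 active means mean activation of at least 10% of the iron chelator positive control signal, with at least half of replicates also reaching 10%; inconclusive means mean and replicate majority disagree about reaching 10%; inactive means mean and most replicates under 10%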
HSF-1 act = increases HSF-1 driven luciferase reporter signal; NIH3T3-HGL HSF-1 luciferase reporter, MG132, 8 h; 100% = twice DMSO control signal; activation, % at 9 µM; 1.7% of 300,000 active; AID 504408;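 active means mean replicate activation of at least 50% with a set share of replicates each reaching 50%; inconclusive means only one of those two conditions met; inactive means mean below 50% and too few replicates reaching it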;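 further: 0% = median of the neutral control wells and 100% = twice that signal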
Active calls of the source: *; ? = inconclusive; · = not tested or not shown.

SMILES | HSP90 inh | SKKanGAS inh | Platelet DG rel | aSyn UTR inh | KLF5 inh | HSF1 inhib | AI-2 QS modul | IEC-6 cytotox | HIF activator | HSF-1 act
O=C(CSc1nccc(-c2ccc(Br)cc2)n1)NCCc1ccccc1 | 1.2 | -9.3 | -1.2 | -4.5 | -3.9 | 0.5 | 11.6 | 2.4 | -0.1 | -13.0
NC(=O)c1cccc(NC(=O)CCCCC(=O)Nc2cccc(C(N)=O)c2)c1 | -2.0 | 0.4 | 12.9 | 4.3 | -46.2 | -6.7 | 22.0 | -6.2 | -12.6 | 18.8
CC1CCCC(NC(=O)C2CCCN2S(=O)(=O)c2cccc3nsnc23)C1C (stereo not given) | 3.0 | -3.0 | -7.9 | 20.4 | 6.4 | -6.2 | 18.4 | 4.5 | -0.3 | 1.9
C=C(C)C(=O)Nc1cccc(C2=NOC3(C2)C[C@@H](C(N)=O)N(C(=O)c2ccc(OC)cc2)C3)c1 (stereo not given in full) | · | -0.6 | 0.3 | -4.0 | · | -2.3 | 18.0 | · | -5.5 | 0.2
CC(NC(=O)c1cc(COc2ccccc2)on1)c1nccs1 (stereo not given) | -1.0 | 3.0 | -21.9 | -169.1 | -140.8 | 23.5 | -64.4 | -1.8 | 2.5 | 30.1
CN(C)S(=O)(=O)NC(c1ccccc1)c1ccccc1 | -3.3 | 5.7 | 3.2 | 5.2 | -5.1 | 0.1 | 6.5 | -4.4 | 0.1 | 6.9
COc1ccc(CCNC(=O)C/C(C)=N/NC(=O)c2ccc(N)cc2)cc1OC | -2.9 | 2.8 | 10.5 | -8.3 | -27.7 | 3.6 | -7.8 | 4.2 | 0.8 | -2.9
Cc1oc(-c2ccccc2F)nc1CN1CCC(C(=O)NC2CC2)CC1 | -2.9 | 0.6 | 4.5 | -0.8 | -16.0 | -1.3 | 3.8 | -5.1 | -0.6 | 5.2
COc1cc(NC(=S)N2CCN(S(C)(=O)=O)CC2)cc(OC)c1 | 0.0 | · | · | · | 1.1 | · | 23.2 | 3.7 | · | ·
Cc1ccccc1NS(=O)(=O)c1cc(C(=O)Nc2cccc(N(C)S(C)(=O)=O)c2)ccc1C | -1.3 | 15.9 | 7.2 | 29.4 | -0.6 | 0.4 | 4.0 | -0.7 | -0.6 | -0.6
O=C(NCCc1ccccn1)c1ccc(OC2CCN(Cc3ccccn3)CC2)cc1 | 3.2 | ? | -33.7 | -44.5 | -41.0 | -28.4 | 8.9 | -3.8 | 0.6 | -32.3
c1nc2n(n1)C1=C(CCCC1)C1(CCCCC1)N2 | 0.3 | -1.4 | -1.6 | 20.8 | 0.8 | -4.8 | 16.2 | -2.4 | -0.9 | -11.4
CC1=C(C(N)=O)C(c2ccccn2)n2nc(-c3ccccc3Cl)nc2N1 (stereo not given) | 2.2 | -5.5 | 2.8 | -13.1 | -17.5 | 1.5 | 28.6 | -2.1 | -0.3 | -2.4
O=C(Nc1ccc(Cl)cc1)N1CCC(CO)(Cc2ccccc2)CC1 | 0.6 | 10.0 | 4.8 | 7.0 | -9.2 | 0.2 | 2.0 | -0.7 | 0.4 | 19.8
O=C(CCCOc1ccc(Cl)cc1Cl)NCCCn1ccnc1 | -2.0 | -7.8 | 4.0 | 15.0 | -25.9 | -1.7 | 10.7 | -4.1 | -0.1 | 0.1
O=C(N/N=C/C(Br)=C/c1ccccc1)c1cccs1 | -2.8 | -2.8 | 14.6 | -365.7 | -181.1 | 107.8 | 22.3 | 4.2 | 4.4 | 130.3*
CCOC(=O)c1c(COc2ccccc2)oc2ccc(O)cc12 | 0.4 | 14.4 | -9.5 | 21.1 | -35.2 | 73.6 | · | 8.1 | -0.3 | 105.0*
COc1cc2c(=O)nc3n(c2cc1OC)C(c1ccccc1)N=C(N)N3 (stereo not given) | -3.2 | -3.3 | -7.7 | 8.4 | -5.7 | 0.7 | 13.6 | -2.4 | -0.2 | 27.0
COc1ccc(-n2ccn(CC(=O)Nc3ccc(OC)cc3OC)c(=O)c2=O)cc1 | 1.4 | 12.5 | 14.3 | -8.0 | -20.1 | -2.6 | 24.6 | -1.5 | 1.0 | -7.4
CC(C)S(=O)(=O)c1csc(C(=O)NN)c1Cl | 5.9 | -0.3 | -5.5 | -9.8 | -29.7 | -4.3 | 6.9 | 3.4 | -0.6 | 0.7
O=C1c2ccccc2C(=O)C12OC(c1ccccc1)C1(C(=O)c3ccccc3C1=O)C2c1cccc([N+](=O)[O-])c1 (stereo not given) | -2.1 | 24.8 | 1.7 | 29.2 | -51.7 | -5.6 | 48.7 | 1.7 | -0.2 | 12.9
Cc1ccccc1C(=NC(=O)c1ccccc1)c1ccccc1 | 0.2 | -15.8 | -13.3 | -11.9 | -9.7 | 1.9 | 15.0 | 1.4 | -0.2 | 6.9
CCC1CCCCN1CCCNC(=O)Cn1cnc2sc(C)c(S(=O)(=O)N3CCC(C)CC3)c2c1=O (stereo not given) | 1.1 | -2.2 | -10.3 | -2.3 | 17.4 | -3.6 | 13.8 | -3.5 | 0.7 | 5.7
O=C(NCc1cccc(C(F)(F)F)c1)c1cccc(Cl)c1Cl | -0.9 | 12.0 | 6.2 | 9.3 | -11.6 | 6.2 | 15.7 | -2.3 | -0.1 | 13.5
COC(=O)c1sc(S(=O)(=O)NCC(=O)O)c(C(=O)OC)c1C | 0.8 | 3.7 | -0.5 | 5.2 | -0.7 | 0.9 | 25.5 | 1.8 | 0.1 | 4.0

Later entries:
SMILES | HSP90 inh | SKKanGAS inh | Platelet DG rel | aSyn UTR inh | KLF5 inh | HSF1 inhib | AI-2 QS modul | IEC-6 cytotox | HIF activator | HSF-1 act
COC(=O)CNC(=O)c1c(-c2c(Cl)cccc2Cl)noc1C | -0.7 | -0.6 | 12.2 | 11.2 | -35.1 | -4.9 | 2.1 | -2.2 | -0.3 | 0.8
CN(c1ccc(OCC(=O)N2CCOCC2)cc1)S(=O)(=O)c1ccc(F)cc1 | -1.0 | 2.3 | 4.7 | 9.8 | -40.0 | 0.2 | -6.1 | -4.7 | 0.1 | 0.0
CCn1ccnc1CN(C)Cc1nc(-c2ccc3c(c2)OCO3)no1 | 1.4 | 8.9 | 0.7 | -80.6 | -93.5 | 7.1 | 12.2 | 6.2 | 1.2 | 25.3
COc1ccccc1NS(=O)(=O)c1ccc(O)c(NC(=S)NCC2CCCO2)c1 (stereo not given) | -2.6 | 1.2 | 0.4 | 17.5 | -14.1 | 0.3 | 17.4 | -4.8 | -0.2 | -8.2
COC(=O)c1[nH]c2cc(OC)ccc2c1NC(=O)CN1CCC(C(N)=O)(N2CCCCC2)CC1 | -3.8 | 7.6 | -1.6 | 9.6 | 1.5 | -2.3 | 14.7 | 1.3 | -0.6 | -1.1
COc1ccc(C(=O)c2ccc(CC#N)s2)cc1 | -1.6 | -1.1 | 5.9 | -150.2 | -26.2 | 16.5 | 14.7 | -2.3 | 3.1 | 43.2
COc1ccc(C2(O)C(=O)Nc3ccc(C)cc32)cc1 (stereo not given) | -2.2 | -3.5 | -7.3 | 7.3 | -21.7 | 1.3 | 2.3 | -7.4 | 0.8 | 2.1
COc1ccc(CCNC(=O)c2cc(C)oc2C)cc1 | 0.3 | 1.3 | 1.6 | -3.7 | -23.5 | -7.1 | 7.5 | 8.0 | 0.1 | -3.6
CCN(C1CCCCC1)S(=O)(=O)c1ccc(S(=O)(=O)N2CCN(CCC#N)CC2)cc1 | 3.9 | 2.2 | 0.0 | 12.8 | 1.4 | -4.2 | 10.6 | 2.0 | -0.3 | -5.2
NS(=O)(=O)c1ccc(CCNCC(=O)NCc2ccccc2Cl)cc1 | 2.4 | 0.7 | 0.7 | -3.3 | -16.2 | 3.8 | 12.5 | 0.7 | -1.4 | 23.2
Cc1ccc(SCCC(=O)Nc2ccccc2C(=O)NC(C)C)cc1 | 2.0 | 3.4 | -13.5 | 8.3 | -24.5 | 2.0 | 21.5 | 11.9 | -0.9 | 3.4
CCCNC(=O)Cc1ncn[nH]1 | 6.5 | -6.1 | -20.6 | 17.6 | -14.2 | 1.5 | 12.9 | 0.2 | -0.3 | -0.3
O=C(O)/C=C/c1cn(-c2ccccc2)nc1-c1cc2ccccc2oc1=O | 0.1 | 9.4 | -3.0 | -23.5 | -10.3 | 6.3 | 26.6 | -5.6 | 0.5 | 7.8
COC(=O)c1cccc(NC(=S)N2CCN(C)CC2)c1 | -2.2 | 0.6 | 2.8 | 1.2 | -46.2 | 4.8 | 22.6 | -7.3 | 0.0 | 0.7
COc1ccccc1COCC(O)CN1CCCCC1CO (stereo not given) | 4.8 | 2.3 | 3.2 | 9.3 | -7.6 | -9.0 | 14.1 | -7.4 | -12.7 | 0.4
O=C1c2ccccc2C(Nc2ccccc2)N1Cc1ccc2c(c1)OCO2 (stereo not given) | -0.6 | 11.0 | 0.8 | 13.6 | 13.1 | 15.0 | -3.5 | -4.4 | 0.2 | 6.7
COC(=O)c1cc(S(=O)(=O)N2CCN(Cc3ccccc3)CC2)cn1C | -2.9 | -0.1 | 16.2 | -4.9 | -17.6 | -6.5 | 15.7 | 1.9 | 0.0 | -4.4
O=C(CSc1nnc(-c2ccccn2)o1)Nc1ccccc1Cl | -3.0 | 2.1 | 2.5 | -43.6 | -106.6 | 16.6 | 11.8 | -5.9 | -1.9 | 51.4*
CCOc1cc(CO)cc(Br)c1OCC(=O)O | 2.6 | 6.1 | 8.3 | -7.4 | 13.2 | -1.3 | 12.2 | 0.5 | -0.1 | 0.2
Cc1cc(=O)oc2cc(OC(C(=O)O)c3ccccc3)ccc12 (stereo not given) | 0.5 | 0.1 | 2.8 | 2.7 | -11.1 | -0.1 | 11.5 | -0.5 | -2.2 | 4.0
Cc1cccc(C(C(N)=O)c2ncc(C(F)(F)F)cc2Cl)c1 (stereo not given) | -1.0 | 3.3 | 5.6 | 5.0 | -25.1 | -29.4 | 19.2 | -5.8 | -0.5 | -43.6
COC(=O)c1cn(NC(=O)c2ccncc2)c(=O)c2ccccc12 | 0.7 | -2.5 | -0.7 | -16.0 | -12.4 | -4.4 | 14.1 | -0.2 | -0.3 | 14.6
COC(=O)Nc1ccc(S(=O)(=O)N2CCCC(C(=O)O)C2)cc1 (stereo not given) | -0.7 | -7.0 | 1.6 | 13.7 | -5.5 | -5.7 | 14.1 | 1.5 | -1.0 | -4.3
CC1=NN(C(=O)Cn2nc([N+](=O)[O-])c(Br)c2C)C(O)(C(F)(F)F)C1 (stereo not given) | 0.6 | 4.2 | 0.7 | -27.4 | -14.0 | 1.7 | 3.1 | -3.0 | 0.0 | 9.7
Cc1ccccc1OCC(=O)NCC(c1ccco1)N1CCCCC1 (stereo not given) | -3.3 | -5.3 | 2.6 | 1.3 | -12.3 | -2.0 | -26.9 | 4.7 | -0.3 | 1.5

Three entries out of the list above, sorted by their value in HSP90 inh, largest number first.
SMILES	HSP90 inh
Cc1ccc(SCCC(=O)Nc2ccccc2C(=O)NC(C)C)cc1	2.0
O=C(O)/C=C/c1cn(-c2ccccc2)nc1-c1cc2ccccc2oc1=O	0.1
COc1ccc(C(=O)c2ccc(CC#N)s2)cc1	-1.6

From PubChem
